High-throughput results (PubChem)
PRMT1 FP inh – PRMT1 methyltransferase inhibitors, primary screen, biochemical, fluorescence polarization | inhibition, % at 2.79 µM | Protein arginine N-methyltransferase 1 (Homo sapiens), Q99873 | 370,000 compounds, 1.3% hits | recombinant PRMT1, activity-based probe fluorescence polarization;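 active = inhibition above about 21% made by adding two undisclosed values, limit read from the data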
SIAE primary – human SIAE inhibitors, primary screen, biochemical, fluorescence polarization, FP-Rh probe, 1536-well HTS | inhibition, % at 9.66 µM | 370,000 compounds, 0.69% hits | Sialate O-acetylesterase (Homo sapiens), Q9HAT2 | SIAE FP-Rh probe binding | AID 1053197, 2014;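 active = inhibition above a cutoff: mean of compounds within the control limits plus 3 SD of those, cut at about 17% in these data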;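 note: 0% = plate median of compound wells and 100% = probe without SIAE protein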
TCR-CD3 inh – inhibitors of human TCR-CD3 interaction, primary screen, biochemical, fluorescence, TAMRA-labeled TCR probe; 360,000 compounds, 0.37% hits; AID 651800, 2012; inhibition, % at 9.4 µM; T-cell receptor (TCR); in the data active = inhibition above about 19%;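 note: recombinant mutant TCR 2C K166C tagged with TAMRA read by polarization; 0% = receptor in buffer alone and 100% = receptor with positive control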
Tn7 DDE FP – inhibitors of Tn7 peptide binding to fibrin DD(E), primary screen, biochemical, fluorescence polarization, human fibrin, Tn7 probe. Fibrinogen beta chain (Homo sapiens), P02675. FP displacement of FITC-Tn7 peptide from fibrin DD(E); 0% = median of compound wells per plate. inhibition, % at 8.3 µM. 370,000 compounds, 0.13% hits;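 active = inhibition above the mean of compounds falling within the control limits plus 3 SD of them, cut at about 14% in these data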;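 note: 0% = plate median of compound wells and 100% = 10 µM Aha-Tn7 peptide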
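Assay system: Human clot-derived fibrin DD(E) complex | Buffer or medium: Tris/NaCl/CaCl2 buffer, pH 7.8 | Repeats: One replicate per compound | Benchmarks: Aha-Tn7 high control | Measure: % inhibition scaled between sample-field median and high-control FP | Schedule: 10 min plus 3 h, room temperature | Signal: Fluorescence polarization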
DDE Tn6 FP inh – inhibitors of Tn6 peptide binding to fibrin DD(E), primary screen, biochemical, fluorescence polarization, human fibrin, Tn6 probe | Fibrinogen beta chain (Homo sapiens), P02675 | Fibrin DD(E) TRITC-Tn6 fluorescence polarization displacement | inhibition, % at 8.3 µM | 370,000 compounds, 0.21% hits | AID 720509, 2013;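 active = inhibition above a per-campaign cutoff: mean of compounds within control limits plus 3 SD, cut at about 15% in these data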;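 note: 0% = median of all compound wells on the plate and 100% = blocking peptide control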
UHRF1 binding – UHRF1 methylated DNA binding inhibitors, primary screen, counter-screen for MBD2 inhibitor project, biochemical, TR-FRET, human UHRF1, single concentration | E3 ubiquitin-protein ligase UHRF1 (Homo sapiens), Q96T88 | AID 687016, 2013 | inhibition, % at 4.4 µM | UHRF1 binding to methylated oligo | 370,000 compounds, 0.75% hits; in the data active = inhibition above about 21%;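 note: UHRF1 SRA domain binding a hemimethylated CpG hairpin DNA probe; 0% = median of test compound wells and 100% = reference inhibitor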
KLK7 zymogen act – proKLK7 zymogen activators, primary screen, biochemical, fluorescence intensity; Kallikrein-7 (Homo sapiens), P49862; purified proKLK7, EDANS-DABCYL substrate fluorescence; 100% is mature enzyme control, 0% vehicle; 370,000 compounds, 0.9% hits; activation, % at 7 µM;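 active = activation above the mean of all tested compounds plus 3 SD, computed per campaign excluding outliers beyond control limits, cut at about 13% in these data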
Target sequence (P49862 whole entry, looked up): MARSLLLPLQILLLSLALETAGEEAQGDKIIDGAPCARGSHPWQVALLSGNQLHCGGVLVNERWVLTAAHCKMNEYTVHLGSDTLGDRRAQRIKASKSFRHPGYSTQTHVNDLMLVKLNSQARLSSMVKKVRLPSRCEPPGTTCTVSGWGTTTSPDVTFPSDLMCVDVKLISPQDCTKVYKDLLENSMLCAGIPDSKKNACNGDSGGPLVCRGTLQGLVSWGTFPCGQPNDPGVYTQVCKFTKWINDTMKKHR
TDP2 absorb – human TDP2 enzyme inhibitors, primary screen, biochemical, epi absorbance, recombinant enzyme; AID 720702, 2013; inhibition, % at 12.8 µM; T5PNP hydrolysis, p-nitrophenol absorbance 415 nm; Tyrosyl-DNA phosphodiesterase 2 (Homo sapiens), O95551; 370,000 compounds, 0.34% hits;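 active = inhibition above the mean of all tested compounds plus 3 SD, set per campaign, cut at about 25% in these data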;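 note: 0% = DMSO with enzyme and 100% = buffer with substrate but no TDP2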
Target sequence (O95551 whole entry, looked up): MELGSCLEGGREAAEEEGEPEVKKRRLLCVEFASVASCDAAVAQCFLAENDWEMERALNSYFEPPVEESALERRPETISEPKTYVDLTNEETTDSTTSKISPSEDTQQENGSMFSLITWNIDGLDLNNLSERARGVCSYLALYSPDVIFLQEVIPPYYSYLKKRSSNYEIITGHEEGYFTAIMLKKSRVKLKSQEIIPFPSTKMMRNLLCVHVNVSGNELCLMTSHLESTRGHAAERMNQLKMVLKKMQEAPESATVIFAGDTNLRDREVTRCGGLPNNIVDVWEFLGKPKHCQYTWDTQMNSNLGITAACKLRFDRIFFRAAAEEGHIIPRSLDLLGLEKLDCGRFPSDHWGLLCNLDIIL
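System – recombinant human TDP2 · Quantity – TDP2 enzyme at 120 nM final · Doses – single concentration, 12.8 µM nominal, with 1% DMSO · Incubation – 2 h at 37 °C · Measured by – epi absorbance of p-nitrophenol freed from T5PNP by hydrolysis · Read-out – % inhibition relative to enzyme-containing and enzyme-free wells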
MBD2 DNA inh – inhibitors of MBD2 binding to methylated DNA, primary screen, biochemical, TR-FRET, DNA-binding domain, human. Methyl-CpG-binding domain protein 2 (Homo sapiens), Q9UBB5. AID 686964, 2013. inhibition, % at 4.4 µM. 370,000 compounds, 0.31% hits. MBD2 binding to methylated oligonucleotide; in the data active = inhibition above about 13%
Target sequence (Q9UBB5 whole entry, looked up, the tested form may be a part): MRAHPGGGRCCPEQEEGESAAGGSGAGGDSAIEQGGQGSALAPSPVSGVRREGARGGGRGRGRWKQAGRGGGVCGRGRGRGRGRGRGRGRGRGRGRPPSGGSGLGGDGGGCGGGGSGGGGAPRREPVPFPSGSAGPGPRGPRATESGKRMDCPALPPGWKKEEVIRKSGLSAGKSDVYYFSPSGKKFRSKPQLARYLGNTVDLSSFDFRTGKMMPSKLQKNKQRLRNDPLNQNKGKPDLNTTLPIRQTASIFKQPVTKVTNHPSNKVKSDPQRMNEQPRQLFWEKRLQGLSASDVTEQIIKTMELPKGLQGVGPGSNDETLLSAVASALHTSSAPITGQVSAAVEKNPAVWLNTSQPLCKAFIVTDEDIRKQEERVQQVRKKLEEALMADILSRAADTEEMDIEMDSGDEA
LEDGF integ inh – blockers of LEDGF/p75-dependent integrase strand transfer – biochemical, TR-FRET, high throughput, primary screen; inhibition, % at 3.7 µM; TR-FRET IN-LEDGF/p75 DNA integration, Eu/Cy5; 370,000 compounds, 0.64% hits;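 active = inhibition above the screen-wide mean plus 3 SD, cut at about 13% in these data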;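 note: signal is the Cy5 over europium emission ratio at 671 and 618 nm; 0% = plate median of compound wells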
Numbers without * were called inactive; . = no result given.

Preview, 5 compounds:
SMILES	PRMT1 FP inh	SIAE primary	TCR-CD3 inh	Tn7 DDE FP	DDE Tn6 FP inh	UHRF1 binding	KLK7 zymogen act	TDP2 absorb	MBD2 DNA inh	LEDGF integ inh
Cc1cc(C)c2c(N)c(C(=O)NN3CC(=O)N(c4cccc(Cl)c4)CC3=O)sc2n1	1	5	4	0	-6	0	13*	13	1	1
CCOC(=O)[C@H]1[C@H]2COc3ccc(Br)cc3[C@@H]2N2C(=O)c3cc(F)c(F)cc3NC(=O)[C@@]12C	-3	-22	-1	6	-2	-1	-0.3	0	2	-1
CCOc1cc(/C=N\NC(=O)c2ccc(NC(=O)C(C)(C)C)cc2)ccc1OC(=O)c1cccc(C)c1	-3	-32	62*	-7	-3	-1	0.4	6	-1	-1
CCN(CC)S(=O)(=O)c1ccc(NCc2ccccn2)nc1	-2	-7	4	-6	0	0	0.6	-8	-4	8
COc1ccc(NC(=O)NCC(C)CSc2ccc(C)cc2)c(OC)c1 (stereo not drawn)	0	2	-2	-3	6	0	-0.3	9	-1	-6

The whole of this part, previewed entries included:
SMILES	PRMT1 FP inh	SIAE primary	TCR-CD3 inh	Tn7 DDE FP	DDE Tn6 FP inh	UHRF1 binding	KLK7 zymogen act	TDP2 absorb	MBD2 DNA inh	LEDGF integ inh
Cc1cc(C)c2c(N)c(C(=O)NN3CC(=O)N(c4cccc(Cl)c4)CC3=O)sc2n1	1	5	4	0	-6	0	13*	13	1	1
CCOC(=O)[C@H]1[C@H]2COc3ccc(Br)cc3[C@@H]2N2C(=O)c3cc(F)c(F)cc3NC(=O)[C@@]12C	-3	-22	-1	6	-2	-1	-0.3	0	2	-1
CCOc1cc(/C=N\NC(=O)c2ccc(NC(=O)C(C)(C)C)cc2)ccc1OC(=O)c1cccc(C)c1	-3	-32	62*	-7	-3	-1	0.4	6	-1	-1
CCN(CC)S(=O)(=O)c1ccc(NCc2ccccn2)nc1	-2	-7	4	-6	0	0	0.6	-8	-4	8
COc1ccc(NC(=O)NCC(C)CSc2ccc(C)cc2)c(OC)c1 (stereo not drawn)	0	2	-2	-3	6	0	-0.3	9	-1	-6
COc1ccc(NC(=O)c2cc(-c3ccco3)nc3ccccc23)cn1	14	-3	-2	7	-2	7	-3.6	-6	5	5
O=C(CN(CC1CCCO1)C(=O)CNS(=O)(=O)c1ccc(Cl)cc1)NC1CCCCC1 (stereo not drawn)	-5	1	1	-1	-2	1	0.2	-11	-5	-1
CN1CCc2c(sc(NC(=O)C3CCN(S(=O)(=O)c4cccs4)CC3)c2C(N)=O)C1	3	4	-1	0	-7	3	0.6	10	1	-2
Cn1cccc1/C=N/n1c(-c2ccccc2)n[nH]c1=S	3	8	-3	0	11	2	-0.1	7	5	1
CCOC1=C2CN(S(=O)(=O)c3ccccc3)[C@H](c3ccccc3)C[C@H]2n2c(=O)n(-c3ccccc3)c(=O)n2C1	4	-2	-4	9	5	6	-0.8	7	-2	4
O=C(O)c1ccc(Cl)c(S(=O)(=O)N(Cc2ccccc2)c2ccc(Cl)cc2)c1	1	-6	4	8	6	0	0.3	11	1	2
COCC(C)N1CCC(Oc2ccc(C(=O)NCc3ccccn3)cc2)CC1 (stereo not drawn)	-3	4	0	0	-5	1	0.5	12	0	0
COc1ccc(OC)c(CNC(=O)C2CCCN(c3nc4ccccc4o3)C2)c1 (stereo not drawn)	-3	5	1	-2	-3	-2	0.2	4	-3	2
Cc1n[nH]c2ccc([N+](=O)[O-])cc2c1=O	-1	3	0	3	4	-5	0.3	12	-9	2
O=C(COC(=O)Cn1[nH]c(=O)c2ccccc2c1=O)Nc1ncc(Cl)cc1Cl	-1	-3	4	-2	11	-2	-0.4	7	-4	-1
Cc1cc(C)nc(SCC(=O)NCc2ccco2)n1	0	-2	-2	0	-4	1	0.4	6	4	-1
O=C(CSc1cn(CCNC(=O)c2ccccc2)c2ccccc12)NCc1ccco1	4	18*	1	8	-4	-1	-0.2	0	3	-3
CC1CCCC(NC(=O)COc2ncnc3ccccc23)C1C (stereo not drawn)	5	-2	-2	3	-3	1	-0.3	-6	-1	-9
COc1ccc(NCc2ccc([N+](=O)[O-])s2)c(OC)c1	12	11	-8	12	-4	1	0.2	3	3	5
Cc1ccc(S(=O)(=O)Nc2ccc3c(c2)OCCO3)c(C)c1NS(C)(=O)=O	0	2	5	-4	0	0	0.7	11	1	-1
Cc1ccc(C(C)C)c(OCc2ccc(C(=O)N/N=C/c3cccc(O)c3O)cc2)c1	-4	28*	18	-4	-16	-5	-0.5	-11	1	-8
NC(=O)COC(=O)c1cc(-c2cccs2)nn1-c1ccccc1	1	4	10	-5	-1	2	0.5	5	1	1
COc1ccc(NC(=O)COC(=O)c2ccncc2)c(OC)c1	-2	8	5	-1	1	8	0.2	-7	-4	2
CCS(=O)(=O)N1Cc2ccccc2CC1C(=O)OCC(=O)Nc1ccc(C)cc1 (stereo not drawn)	-4	-12	5	7	5	0	-0.2	-4	-8	2
O=C(NNC(=O)c1cccs1)c1ccc(Cl)c(S(=O)(=O)N2CCCC2)c1	-1	7	-1	-2	-12	-1	-0.2	-7	0	4
N/C(=N\OC(=O)c1ccccc1)c1ccncc1	3	1	5	11	-3	-4	0.6	5	-5	3
O=C(c1ccc(Br)o1)N1CCN(c2ccccn2)CC1	-2	0	1	-7	-5	1	0.2	2	2	-4
c1ccc(C2=Nn3c(nnc3-c3ccco3)SC2)cc1	5	0	-1	-2	1	-8	-0.1	5	0	1
O=C(/C=C/c1ccccc1)NCCS(=O)(=O)N1CCN(c2ccc(F)cc2)CC1	-6	6	7	3	3	-4	-0.5	2	-3	3
O=C(COC(=O)c1cccc(S(=O)(=O)N2CCOCC2)c1)Nc1ccc2c(c1)OCO2	0	6	-7	4	1	-5	0.3	11	-6	3
Cc1ccc(C2CC(c3ccccc3Cl)n3nc(N)nc3N2)cc1 (stereo not drawn)	0	-3	0	1	0	1	-0.8	5	3	-1
COCCCNC(=O)c1cccc2c(-c3cccc(C(N)=O)c3)coc12	-1	5	-1	4	-1	-6	0.8	7	-6	2
COc1ccc(N(C(=O)CNC(=O)c2cccs2)C(C(=O)NCC2CCCO2)c2ccccc2)cc1 (stereo not drawn)	0	-7	8	-6	-3	-1	0.1	6	0	4
COc1ccc(N2C(=O)C(F)(F)C2c2cccc(F)c2)cc1 (stereo not drawn)	2	-6	1	2	3	-2	-0.3	-9	4	2
CCOC(=O)CC1(C)Oc2cc(Cl)ccc2N1S(=O)(=O)c1ccc(C)cc1 (stereo not drawn)	1	-2	-2	6	-2	5	0.2	4	6	1
O=C1C(C=Nc2ccccc2)=C(O)c2ccccc21	3	3	5	6	6	-12	0.4	-11	-4	2
COC(=O)CCCC(=O)OC	10	-2	4	3	-9	2	-0.2	11	5	-2
Cc1cc(C)n(-c2nc3ccccc3nc2NCCc2ccccc2)n1	0	0	-5	6	-6	2	-0.8	0	0	21*
Cc1ccc(C(=O)CN2C(=O)NC3(CCOc4ccccc43)C2=O)s1 (stereo not drawn)	1	-1	-4	-7	-2	1	-0.5	5	-1	-7
CC1(c2ccccc2Cl)NC(=O)N(CC(=O)Nc2ccccc2OC(F)F)C1=O (stereo not drawn)	1	-3	-6	1	1	2	0.9	11	0	-1
COC(=O)[C@]12C[C@H](CC(=O)N3CCCC3)C(=O)N(Cc3ccco3)C1=C[C@H](C(C)(C)C)O[C@@H]2C	4	-7	.	4	-2	1	0.7	8	-1	1
COc1cc(/C=C/C(=O)O)cc(S(=O)(=O)Nc2ccccc2C(=O)NCc2ccco2)c1OC	7	5	3	2	4	-1	0.2	1	4	0
O=C(NCC(c1cccnc1)N1CCN(c2ccc(F)cc2)CC1)c1cccc(Cl)c1 (stereo not drawn)	-1	0	0	-3	10	4	-0.1	-13	3	3
COc1cc(/C=N/NC(=O)c2cccnc2)ccc1OC(=O)c1ccc2c(c1)OCO2	-3	-251	-2	-4	-10	1	-0.5	6	-3	1
COc1ccc(OCCC(=O)OCC(=O)Nc2cccc(S(=O)(=O)N3CCOCC3)c2)cc1	0	15	6	6	-3	1	0.1	8	0	-1
COc1ccc(N2CCN(C3CCCCC3NS(=O)(=O)c3ccc(Cl)cc3)CC2)cc1 (stereo not drawn)	2	5	-5	11	-1	8	-0.1	-1	2	-4
O=C(Nc1ccc2nc3n(c(=O)c2c1)CCCC3)c1cccc([N+](=O)[O-])c1	-5	-9	8	3	2	-1	1.0	6	-6	-3
COc1cccc(/C(O)=C/c2nc3ccc(C(=O)NCCc4cccc(C)c4)cc3[nH]c2=O)c1	-2	-5	3	3	2	-11	0.9	1	-8	4

Five compounds already listed, sorted by formula weight, smallest number first.
SMILES	PRMT1 FP inh	SIAE primary	TCR-CD3 inh	Tn7 DDE FP	DDE Tn6 FP inh	UHRF1 binding	KLK7 zymogen act	TDP2 absorb	MBD2 DNA inh	LEDGF integ inh
COC(=O)CCCC(=O)OC	10	-2	4	3	-9	2	-0.2	11	5	-2
COc1ccc(N2C(=O)C(F)(F)C2c2cccc(F)c2)cc1 (stereo not drawn)	2	-6	1	2	3	-2	-0.3	-9	4	2
Cc1cc(C)n(-c2nc3ccccc3nc2NCCc2ccccc2)n1	0	0	-5	6	-6	2	-0.8	0	0	21*
COc1cccc(/C(O)=C/c2nc3ccc(C(=O)NCCc4cccc(C)c4)cc3[nH]c2=O)c1	-2	-5	3	3	2	-11	0.9	1	-8	4
COc1ccc(N(C(=O)CNC(=O)c2cccs2)C(C(=O)NCC2CCCO2)c2ccccc2)cc1 (stereo not drawn)	0	-7	8	-6	-3	-1	0.1	6	0	4
